From PubChem
PolyA inh: polyadenylation inhibitors in yeast reporter cells, primary screen, luminescence, S. cerevisiae; 300,000 compounds, 0.02% hits; S. cerevisiae SKY197-pL101 polyadenylation reporter, beta-gal luminescence; efflux-impaired pdr1/pdr3 knockout yeast; score 100 = 6 SD above DMSO; calls only at 12 µM;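 active means lowest replicate activity score at least 50, where 100 means six control SD above control mean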;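 further: yeast exposed to compound for 9 h at 30 °C; higher score means more reporter readthrough which indicates perturbed polyadenylation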
GSK3beta inhib: human GSK3beta kinase inhibitors, primary screen, biochemical, cell-free homogeneous, HTS; Glycogen synthase kinase-3 beta (Homo sapiens), P49841; GST-GSK3beta kinase, ADP-Glo luminescence, 60 min; stronger effect = lower value; activity score (negative = inhibition), % at 10 µM; 300,000 compounds, 0.038% hits;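 active means more than half of replicate wells score below -50%, meaning over 50% inhibition versus plate controls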;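 further: 0% = median DMSO wells and -100% = median GW8510 positive control wells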
Target sequence (P49841 whole entry, looked up): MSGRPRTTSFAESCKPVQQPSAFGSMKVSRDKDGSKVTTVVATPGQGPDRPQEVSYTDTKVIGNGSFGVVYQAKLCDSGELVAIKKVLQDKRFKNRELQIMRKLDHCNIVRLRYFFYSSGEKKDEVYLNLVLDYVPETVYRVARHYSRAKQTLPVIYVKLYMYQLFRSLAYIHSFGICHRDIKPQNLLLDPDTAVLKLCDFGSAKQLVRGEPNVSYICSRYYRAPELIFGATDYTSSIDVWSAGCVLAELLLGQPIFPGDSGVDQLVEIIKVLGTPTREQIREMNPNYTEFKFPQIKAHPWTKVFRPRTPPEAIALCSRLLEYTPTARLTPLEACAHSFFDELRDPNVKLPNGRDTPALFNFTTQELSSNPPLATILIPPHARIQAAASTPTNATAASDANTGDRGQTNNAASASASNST
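Test system – GST-tagged human GSK3beta kinase, cell-free · Incubation – 60 min enzyme reaction, room temperature · Signal – ADP-Glo luminescence · Also added – peptide substrate and ATP at 25 µM · Controls – DMSO neutral wells and GW8510 at 20 µM as positive · Buffer or medium – Tris/MgCl2 kinase buffer · Measure – Luminescence-derived activity versus plate DMSO and GW8510 wells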
HSF1 inhib: HSF1 inhibitors in luciferase reporter cells, primary screen, cell-based, NIH3T3, luminescence. NIH3T3-HGL HSE-luciferase, MG132-induced, luminescence 8 h; stronger effect = lower value. 300,000 compounds, 0.77% hits. activity change, negative = inhibition, % at 7.5 µM (by protocol). AID 2098, 2009;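 active means more than half of replicate wells show activity change below -50%, luminescence cut by over half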;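 further: luciferase reports HSF-1 transcriptional activity via heat shock element; 0% = median of DMSO wells and -100% = zero luminescence signal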
AI-2 QS mod: Vibrio harveyi AI-2 quorum sensing modulators, primary screen, JMH597 strain, luminescence/OD600 ratio. Vibrio harveyi JMH597 AI-2 luminescence/OD600 ratio, 9 h; stronger effect = lower value; strain lacks LuxN and CqsS sensors; 0 = neutral-control median. activity change, % at 7.5 µM. 300,000 compounds, 0.4% hits; in the data active means activity change below about -75%, passing the limit was not always enough;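 further: luminescence divided by OD600 gain over 9 h not by final OD600 alone; inactives centre near 13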
HSF1 activator: HSF-1 activators, primary screen, NIH3T3-HGL cells, MG132 stress, luminescence, single point. 300,000 compounds, 1.7% hits. NIH3T3-HGL HSF-1 luciferase reporter, 8 h; 100% = twice DMSO control signal. activation, % at 9 µM;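 active means mean replicate activation of at least 50% with a set share of replicates each reaching 50%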;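 further: 0% = median of the neutral control wells and 100% = twice that signal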
DYRK1A inh: rat Dyrk1A kinase inhibitors, primary screen, biochemical, single point, plate reader; Dual specificity tyrosine-phosphorylation-regulated kinase 1A (Rattus norvegicus), Q63470; ADP-Glo luminescence, NFATc1 peptide; inhibition, % at 12.5 µM; 310,000 compounds, 0.43% hits; AID 504441, 2011; in the data active means inhibition above about 50%;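 further: plate controls were vehicle with enzyme for no effect and no enzyme for full effect; many of its hits are not listed in these tables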
GSK3A inh: blockers of GSK3A enzyme activity – biochemical, luminescence, cell-free homogeneous, HTS, primary screen; GSK-3 alpha kinase, ADP-Glo luminescence, 60 min; inhibition, % at 10 µM; AID 2650, 2010; 320,000 compounds, 0.1% hits;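 in the data active means inhibition above about 50%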;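 further: GST-tagged GSK-3 alpha with peptide substrate and 25 µM ATP; 0% = DMSO neutral wells and 100% = GW8510 positive control wells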
Target sequence (P49840 whole entry, looked up): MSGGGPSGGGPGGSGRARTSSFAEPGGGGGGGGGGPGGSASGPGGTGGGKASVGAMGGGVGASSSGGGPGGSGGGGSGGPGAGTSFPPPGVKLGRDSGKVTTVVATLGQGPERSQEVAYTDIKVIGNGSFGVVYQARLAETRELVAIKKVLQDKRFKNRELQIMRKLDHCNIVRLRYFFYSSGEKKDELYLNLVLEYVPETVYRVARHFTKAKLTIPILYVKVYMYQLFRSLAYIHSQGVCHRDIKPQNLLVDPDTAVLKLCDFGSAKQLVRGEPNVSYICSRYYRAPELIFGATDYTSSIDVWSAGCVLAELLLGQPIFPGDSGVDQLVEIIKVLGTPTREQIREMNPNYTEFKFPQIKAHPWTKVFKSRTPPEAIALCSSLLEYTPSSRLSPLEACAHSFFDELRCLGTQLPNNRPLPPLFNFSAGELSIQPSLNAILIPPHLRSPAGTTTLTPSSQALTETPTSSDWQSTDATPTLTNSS
Platelet DG rel: inhibitors of platelet dense granule secretion, primary screen, cell-based, MLPCN, human platelets. inhibition, %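 (compounds screened at 7.5 µM in platelet-rich plasma)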. 300,000 compounds, 0.22% hits. human platelet-rich plasma, SFLLRN dense granule ATP release, luminescence. AID 1663, 2009;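 active means mean replicate score, as percent of positive control, at or above 50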
HDAC3 inh: HDAC3 deacetylase inhibitors, primary screen, biochemical, fluorescence, cell-free homogeneous. recombinant HDAC3, fluorogenic peptide/trypsin coupled. inhibition, % at 8.3 µM. 320,000 compounds, 0.15% hits; in the data active means inhibition above about 26%, passing the limit was not always enough
HSP90 inh: HSP90 inhibitors, primary screen, cell lysate, luminescence | Heat shock protein HSP 90 (rabbit reticulocyte lysate; luciferase refolding) | Rabbit reticulocyte lysate, luciferase refolding luminescence, 3 h | inhibition, % at 5.6 µM | 290,000 compounds, 0.91% hits | AID 1789, 2009;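 active means inhibition above the screen-wide mean plus 3 SD, computed separately per campaign, cut at about 16% in these data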;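 further: 0% = DMSO wells and 100% = 60 µM geldanamycin wells; inhibitors lower the luminescence because luciferase stays unfolded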
* = called active by the depositor; i = inactive; x = not tested or not shown. A portion of the library (hit frequency here may not be typical).

SMILES	PolyA inh	GSK3beta inhib	HSF1 inhib	AI-2 QS mod	HSF1 activator	DYRK1A inh	GSK3A inh	Platelet DG rel	HDAC3 inh	HSP90 inh
Cc1ccc(NCc2nnc(SCC(=O)c3ccccc3)n2Cc2ccco2)c(C)c1	i	1	2	6	5	3	-1	2	5	7
C=CCNC(=O)C(=O)NCC1CCCN1S(=O)(=O)c1cccs1 (stereo not drawn)	i	-1	-2	6	-5	9	1	16	-2	x
Cc1ccccc1NC(=O)c1cc(=O)c2ccccc2o1	i	4	1	-2	22	-2	-1	-4	2	0
O=C(c1ccco1)N1CCN(Cc2ccccc2Br)CC1	i	0	4	11	22	0	-1	1	3	5
CC(C)(C)c1cc(NCCCn2ccnc2)n2ncc(-c3ccc(Cl)cc3)c2n1	i	1	11	21	28	-31	1	7	1	0
Cc1c2cnn(CC(=O)N3CCOCC3)c(=O)c2c(C)n1Cc1ccccc1F	i	4	-2	25	-3	-2	-1	-1	-2	0
COc1ccc(N2C(=O)CNC2=S)cc1	i	3	-3	26	5	-3	-2	1	2	1
COc1cc(/C=N/NC(=O)c2cnccn2)ccc1O	i	3	2	31	4	11	-1	-1	8	2
Cc1cc(NC(=O)c2cccc(Cl)c2)n[nH]1	i	-14	12	-3	3	4	4	12	6	x
CCN1CCc2c(sc(NC(=O)c3ccc(S(=O)(=O)N4CC(C)OC(C)C4)cc3)c2C(N)=O)C1 (stereo not drawn)	i	3	2	22	-7	x	-1	-5	-3	-9
Cc1c(-n2c(CN3C(=O)c4ccccc4C3=O)nc3ccccc3c2=O)c(=O)n(-c2ccccc2)n1C	i	2	-9	24	-21	5	0	7	7	-1
CCOC(=O)C1CCN(C(=O)CCc2c(C)nc3ncnn3c2C)CC1	i	3	1	25	11	-5	1	-1	-2	2
Cc1cc2ncc(C(=O)Nc3ccsc3C(=O)O)c(C)n2n1	i	4	-4	34	9	10	-3	5	-9	4
Cc1ccc(CNS(=O)(=O)N(C)C)cc1	i	0	-4	10	2	1	x	0	0	-7
CCC(c1nnnn1C(C)(C)C)N1CCN(c2cc(Cl)ccc2C)CC1 (stereo not drawn)	x	0	2	11	22	-4	0	-3	14	-2
COc1cc(C(=O)NNC(=O)c2cc(C)[nH]n2)cc(OC)c1OC	i	-1	-12	17	0	2	-4	-8	0	-1
NC(=O)CC(NC(=O)c1cccc(Br)c1)c1ccc(N2CCCCCC2)c([N+](=O)[O-])c1 (stereo not drawn)	i	2	1	23	-6	x	-2	11	0	0
CCOc1ccc(CNC(=O)CCC(=O)n2ncc3ccc(Cl)cc32)cc1	i	0	2	27	-7	-2	-3	1	8	-1
COc1ccccc1N(CC(=O)N/N=C/c1ccccc1C(=O)O)S(C)(=O)=O	i	1	-7	16	-13	-7	x	-2	-1	4
COCCn1c(=O)c2cc3c(=O)n(CCOC)c(=O)c3cc2c1=O	i	0	0	8	7	0	-2	-4	3	1
O=C(Nc1ccc(Cl)cc1C(=O)NCC1CCCO1)c1ccco1 (stereo not drawn)	i	1	-10	20	-4	1	-4	7	3	-2
Cc1cccnc1NC(=O)Nc1cccc(Cl)c1	i	2	-9	9	-27	-1	-2	0	3	-6
COc1ccc(-c2ccccc2)cc1NC(=O)c1ccncc1	i	-4	3	11	1	2	-3	-4	2	x
COC(CNC(=O)c1ccc2c(=O)n(Cc3ccc4c(c3)OCO4)c(=S)[nH]c2c1)OC	i	-1	-2	13	9	1	-2	4	1	1
COc1ccc(S(=O)(=O)Nc2ccc(S(=O)(=O)Nc3cc(C)nc(C)n3)cc2)cc1OC	i	x	-9	x	-1	-3	-2	-3	-1	-4
Following part.
SMILES	PolyA inh	GSK3beta inhib	HSF1 inhib	AI-2 QS mod	HSF1 activator	DYRK1A inh	GSK3A inh	Platelet DG rel	HDAC3 inh	HSP90 inh
O=C(NCCc1c[nH]c2ccccc12)C(=O)NCC1OCCN1S(=O)(=O)c1cc(F)ccc1F (stereo not drawn)	i	0	8	33	13	-3	-3	-3	5	2
COc1cccc(CNC(=O)c2nnn(CC(=O)Nc3cccc(C)c3)c2N)c1	i	-21	-1	33	-9	5	-2	-12	-16	-3
c1ccc(Cn2cc(CNc3ccccc3)nn2)cc1	i	0	10	-52	23	0	-2	-3	-6	x
CCn1c(SCC(=O)N(C)CCC#N)nc2cc(S(=O)(=O)N3CCOCC3)ccc21	i	-1	-4	18	-10	13	-1	6	19	x
O=c1c2c(ncn1CCO)nc1n2CCC1	i	-2	3	10	4	1	0	7	8	-1
COC(=O)c1ccc(C)c(NS(=O)(=O)c2ccc3c(c2)OCCO3)c1	i	2	-7	14	-5	-2	0	-4	13	-2
COC(=O)c1ccc(CSc2nnc(NC(=O)C3CCCO3)s2)cc1 (stereo not drawn)	i	-2	-4	-3	4	-1	x	12	1	1
Cc1ccccc1-c1coc2cc(O)ccc2c1=O	x	x	x	x	x	16	7	x	-20	-1
Cc1cc(N2CCN(C)CC2)nc2ccc(NC(=O)CCC(=O)NCCc3ccc(Cl)cc3)cc12	i	-2	7	10	8	7	x	-3	x	2
COC(=O)[C@@]1(Cc2ccc(F)cc2)[C@H]2c3cc(C(=O)N(C)C)n(CCSCCO)c3C[C@H]2CN1C(=O)c1ccccc1	i	3	3	6	0	x	0	-3	6	-2
O=C(CN1CCCCC1)Nc1ccc(Br)cc1[N+](=O)[O-]	i	-2	3	5	42	0	-2	-6	8	0
COc1ccc(N2CCN(C(C)=C3C(=O)c4ccccc4C3=O)CC2)cc1	i	3	7	28	11	-6	x	-5	7	0
CCC(C)Sc1nnc(NC(=O)c2ccco2)s1 (stereo not drawn)	i	0	7	38	9	7	-5	5	10	-1
C=CCn1c(-c2cccc(Cl)c2)n[nH]c1=S	i	-14	5	19	21	-5	3	-42	-16	1
CCCCN1C(N)=NC[C@@H]1Cc1ccc(O)cc1	i	-1	-1	37	25	-6	1	1	12	x
CC(C)n1cc(/C=C2/SC(=O)N(CC(=O)N3CCCC3)C2=O)c2ccccc21	i	-1	-4	4	7	3	-1	3	11	4
C=CCOc1cccc(C(=O)N2CCCC(Nc3ccc(F)cc3)C2)c1 (stereo not drawn)	i	0	11	24	2	-3	0	8	-1	-1
CCCOc1ccc(Cn2c(O)cc(=O)[nH]c2=O)cc1	i	0	-2	52	13	-4	-30	-3	-5	4
O=C(CCCCCNC(=O)c1ccccc1)C[N+](=O)[O-]	i	3	-34	8	-43	-8	-3	10	12	2
Cc1ccc(C(=O)O/N=C(\N)c2ccccn2)cc1	i	-17	-81*	-2	-84	14	20	104*	12	78*
O=C(CN1CCN(c2ccc(O)cc2)CC1)Nc1ccc(-c2ccccc2)cc1	i	2	-2	14	-22	12	0	-20	3	-1
Nc1ccccc1-n1c(=O)n(Cc2ccccc2F)c(=O)c2[nH]cnc21	i	0	-3	7	-6	-3	-1	0	-10	0
OCCC1CN(Cc2nc3c(s2)CCCC3)CCN1CCc1ccccc1 (stereo not drawn)	i	1	-6	26	-7	2	-1	3	-1	2
CC(C)NC(=O)c1cc2cc([N+](=O)[O-])ccc2s1	i	1	-3	11	-5	8	3	1	-5	-2
Cc1cc(S(=O)(=O)NCc2ccco2)c(C)cc1Cl	i	2	3	18	13	x	-2	3	2	-2
Next section
SMILES	PolyA inh	GSK3beta inhib	HSF1 inhib	AI-2 QS mod	HSF1 activator	DYRK1A inh	GSK3A inh	Platelet DG rel	HDAC3 inh	HSP90 inh
CCn1c(SCCN2CCCCC2)nnc1-c1ccc(S(=O)(=O)N2CCOCC2)cc1	i	-1	-1	30	-3	0	0	4	-11	-2
Cc1nc2c(C)cccc2c2c1CCS2	i	2	-2	6	-10	x	0	6	1	0
CCCc1ccc(OCc2ccc(C(=O)NN)o2)c(OC)c1	i	1	22	29	37	-1	-2	4	-4	2
CCOC(=O)N1CCN(C(=O)c2ccccc2N(Cc2ccccc2)S(=O)(=O)c2ccc(OC)cc2)CC1	i	-4	-7	3	10	3	0	-4	-1	-3
CC(=O)Nc1cc(C(F)(F)F)ccc1N1CCOCC1	i	3	-14	11	0	1	-1	-7	5	-2
CCOc1ccc(/C=C2\SC(=S)N(C)C2=O)cc1OC	i	-3	-11	15	-5	x	0	5	1	0

Among those listed so far, these have two or more sulfur atoms:
SMILES	PolyA inh	GSK3beta inhib	HSF1 inhib	AI-2 QS mod	HSF1 activator	DYRK1A inh	GSK3A inh	Platelet DG rel	HDAC3 inh	HSP90 inh
C=CCNC(=O)C(=O)NCC1CCCN1S(=O)(=O)c1cccs1 (stereo not drawn)	i	-1	-2	6	-5	9	1	16	-2	x
CCN1CCc2c(sc(NC(=O)c3ccc(S(=O)(=O)N4CC(C)OC(C)C4)cc3)c2C(N)=O)C1 (stereo not drawn)	i	3	2	22	-7	x	-1	-5	-3	-9
COc1ccc(S(=O)(=O)Nc2ccc(S(=O)(=O)Nc3cc(C)nc(C)n3)cc2)cc1OC	i	x	-9	x	-1	-3	-2	-3	-1	-4
CCn1c(SCC(=O)N(C)CCC#N)nc2cc(S(=O)(=O)N3CCOCC3)ccc21	i	-1	-4	18	-10	13	-1	6	19	x
COC(=O)c1ccc(CSc2nnc(NC(=O)C3CCCO3)s2)cc1 (stereo not drawn)	i	-2	-4	-3	4	-1	x	12	1	1
CCC(C)Sc1nnc(NC(=O)c2ccco2)s1 (stereo not drawn)	i	0	7	38	9	7	-5	5	10	-1
CCn1c(SCCN2CCCCC2)nnc1-c1ccc(S(=O)(=O)N2CCOCC2)cc1	i	-1	-1	30	-3	0	0	4	-11	-2
CCOc1ccc(/C=C2\SC(=S)N(C)C2=O)cc1OC	i	-3	-11	15	-5	x	0	5	1	0

HSF1 inhib: hit marks shown above
SMILES	PolyA inh	GSK3beta inhib	HSF1 inhib	AI-2 QS mod	HSF1 activator	DYRK1A inh	GSK3A inh	Platelet DG rel	HDAC3 inh	HSP90 inh
Cc1ccc(C(=O)O/N=C(\N)c2ccccn2)cc1	i	-17	-81*	-2	-84	14	20	104*	12	78*
